TWEAK Fn14 block = blocks TWEAK-Fn14 interaction in a reporter cell assay | TWEAK-stimulated Fn14 reporter cells, luciferase luminescence, 8 h | inhibition, % at 10 µM | 360,000 compounds, 2% hits | AID 1159606; in the data active = inhibition above about 50%
SRC1 inh = inhibits human SRC1 coactivator. Q15788. HEK293 GAL4-SRC1 luciferase reporter, luminescence. inhibition, % at 3.6 µM. 360,000 compounds, 0.12% hits. AID 588354;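 active = inhibition above the campaign mean plus 3 SD, with each screening campaign given its own cutoff, cut at about 60% in these data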;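 also: 0% = DMSO treated cells and 100% = gossypol at 36 µM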
NR5A2 inv ag = inverse agonists of human LRH-1 (NR5A2); O00482; HEK293T StAR-luciferase reporter, LRH-1 transfected, 24 h; inhibition, % at 3.6 µM; 360,000 compounds, 0.13% hits; AID 602396;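 active = inhibition above the mean inhibition of all tested compounds plus 3 SD, cut at about 73% in these data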;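 also: 0% = DMSO wells and 100% = reporter-only cells lacking LRH-1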
Target sequence (O00482 whole entry, looked up): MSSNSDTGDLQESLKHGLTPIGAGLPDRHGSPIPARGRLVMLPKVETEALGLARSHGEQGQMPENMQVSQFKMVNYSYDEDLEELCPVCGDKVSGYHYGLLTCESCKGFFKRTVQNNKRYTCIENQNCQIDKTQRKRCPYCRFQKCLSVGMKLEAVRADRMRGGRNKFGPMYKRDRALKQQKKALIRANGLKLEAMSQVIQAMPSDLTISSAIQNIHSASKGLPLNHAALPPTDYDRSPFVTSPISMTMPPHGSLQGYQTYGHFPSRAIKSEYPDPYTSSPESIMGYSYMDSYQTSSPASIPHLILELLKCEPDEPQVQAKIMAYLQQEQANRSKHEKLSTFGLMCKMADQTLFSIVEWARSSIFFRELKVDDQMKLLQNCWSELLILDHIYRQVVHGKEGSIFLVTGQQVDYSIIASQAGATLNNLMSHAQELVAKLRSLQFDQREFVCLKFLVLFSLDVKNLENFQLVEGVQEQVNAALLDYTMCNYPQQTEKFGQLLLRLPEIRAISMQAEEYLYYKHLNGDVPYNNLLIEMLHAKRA
LMP1 NFkB inh = Epstein-Barr LMP1 NF-kappaB reporter inhibition | LMP1-induced NF-kappaB luciferase reporter cells, luminescence | inhibition, % at 12.5 µM | 350,000 compounds, 0.69% hits; in the data active = inhibition above about 41%;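 also: 0% = neutral control wells and 100% = reference inhibitor control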
CF NFkB inh = blocks PAF-induced NF-kB reporter in cystic fibrosis cells. KKLEB NF-kB-GFP reporter, GFP fluorescence overnight. 360,000 compounds, 0.86% hits. AID 588850. inhibition, % at 5 µM;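 active = at least 50% inhibition at 5 µM, scaled per plate between neutral and stimulator controls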;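 also: PAF is a Pseudomonas aeruginosa culture filtrate used as stimulus; plate controls were PAF-stimulated DMSO wells for no effect and unstimulated DMSO wells for full effect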
NCOA3 inh = human NCOA3 inhibition. Q9Y6Q9. HEK293 GAL4-SRC3 luciferase reporter, luminescence. inhibition, % at 3.6 µM. 360,000 compounds, 0.17% hits. AID 588352;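 active = inhibition above a per-campaign cutoff, the mean of all compounds plus 3 SD, cut at about 60% in these data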;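 also: 0% = DMSO-treated cells and 100% = gossypol-treated cells at 36 µM; higher means less SRC3-driven luciferase light from the GAL4 reporter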
SRC2 inh = human SRC2 (NCOA2) inhibition | 370,000 compounds, 0.17% hits | inhibition, % at 9 µM | HEK293 GAL4-SRC2 luciferase reporter, luminescence | AID 651957;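 active = inhibition above the mean inhibition of all tested compounds plus 3 SD, set per campaign, cut at about 52% in these data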;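 also: 0% = DMSO treated cells and 100% = cells given Gossypol at 36 µM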
COUP-TFII inh = inhibitors of human COUP-TFII (NR2F2) | AID 686940 | HEK293T NGFI-A luciferase reporter, luminescence | 370,000 compounds, 0.7% hits | P24468 | inhibition, % at 8.6 µM;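 active = inhibition above a per-plate cutoff, mean inhibition of test wells between control levels plus 3 SD, cut at about 38% in these data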;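 also: cells cotransfected with COUP-TFII expression vector driving the NGFI-A reporter; 0% = median of COUP-TF2 test wells and 100% = reporter-only cells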
Target sequence (P24468 whole entry, looked up): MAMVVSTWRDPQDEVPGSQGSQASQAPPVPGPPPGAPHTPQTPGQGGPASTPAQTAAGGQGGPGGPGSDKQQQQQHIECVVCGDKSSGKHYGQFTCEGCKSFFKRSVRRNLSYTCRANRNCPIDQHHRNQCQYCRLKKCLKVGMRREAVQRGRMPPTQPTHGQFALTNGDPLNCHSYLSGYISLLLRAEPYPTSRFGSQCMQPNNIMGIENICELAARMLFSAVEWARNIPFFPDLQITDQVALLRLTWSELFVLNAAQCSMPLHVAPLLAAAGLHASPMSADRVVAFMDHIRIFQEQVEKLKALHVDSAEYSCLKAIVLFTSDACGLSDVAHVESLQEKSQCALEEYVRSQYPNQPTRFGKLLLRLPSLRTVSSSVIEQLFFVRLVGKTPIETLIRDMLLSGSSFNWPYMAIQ
TRAIL sens C8 = caspase-8 TRAIL sensitization; NB7+C8 cells + TRAIL, ATPlite viability luminescence; inhibition (viability loss, TRAIL sensitization), % at 10 µM; 360,000 compounds, 1% hits;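 active = compounds causing at least 50% loss of cell viability in the single-dose screen, relative to plate controls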
KKLEB cytotox = counter-screen for CF NF-kB inhibitors: cytotoxicity; KKLEB CF airway cells viability, ATPlite luminescence, overnight; stronger effect = lower value; cells stimulated with P. aeruginosa culture filtrate; activity change (cytotoxicity), % at 5 µM; 360,000 compounds, 0.36% hits;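 active = corrected activity change at or below -50% at 5 µM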
TROY signal inh = inhibitors of TROY-dependent NF-kB signaling; Q293 LMP1-TROYcd NF-kB luciferase reporter, 4 h; inhibition, % at 10 µM; 360,000 compounds, 0.98% hits; AID 1347056;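 active = compounds whose plate-normalised and pattern-corrected inhibition of the luciferase reporter signal at the single screening dose is 50% or more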
An asterisk follows results filed as active; x = no result given.

Results follow in this order: TWEAK Fn14 block	SRC1 inh	NR5A2 inv ag	LMP1 NFkB inh	CF NFkB inh	NCOA3 inh	SRC2 inh	COUP-TFII inh	TRAIL sens C8	KKLEB cytotox	TROY signal inh
COc1ccc(CN=C2NC(=O)CC(C(=O)Nc3ccc(Cl)cc3)S2)cc1 (configuration not stated)
  16	11	6	0	-9	-15	4	-1	-2	1	18
CC(C)Cn1c(N)c(C(=O)COC(=O)[C@H](C)NC(=O)c2ccccc2Cl)c(=O)n(C)c1=O
  -5	-1	-17	0	13	2	5	-5	-2	5	10
CC(=O)N1CCN(c2ccc(OC[C@H]3CO[C@](Cn4ccnc4)(c4ccc(Cl)cc4Cl)O3)cc2)CC1
  8	-7	-9	-7	-16	-39	28	36	9	-7	7
CCOc1ccc(CN2CCNC(=O)C2CC(=O)NCCc2nc(C)c3c(n2)CCC3)cc1 (configuration not stated)
  9	13	4	4	1	10	8	-17	10	15	-20
Clc1ccc2nc(-c3cccc(SC4CCCCC4)c3)c(NCc3ccccc3)n2c1
  2	-1	6	12	14	-5	-7	-2	12	-10	-16
O=C(Nc1ccc(N2CCOCC2)c(S(=O)(=O)Nc2ccccc2Cl)c1)c1ccc(F)cc1
  -9	9	-6	4	-17	7	-36	1	6	8	9
O=C(O)c1ccc(CSc2nnc(-c3ccco3)n2-c2ccccc2)cc1
  4	6	14	-7	-2	16	-8	-1	9	2	12
O=C(CNC(=O)c1ccccc1)OCCCOC(=O)CNC(=O)c1ccccc1
  9	-23	-16	1	1	6	-28	-6	-11	-10	5
CC(C)(C)c1cc(/C=C2\NC(=O)NC2=O)cc(C(C)(C)C)c1O
  6	-18	1	-4	21	10	-10	17	-23	-10	3
CC(=O)N(c1nc(CCl)cs1)c1ccc(C)cc1C
  7	-16	-5	-9	-6	9	-14	12	-11	9	12
COc1ccc(/C(C)=N/OCC(=O)Nc2nc3ccccc3s2)cc1
  -9	-28	9	3	0	19	0	-13	17	25	-10
Cc1nn(-c2ccc(Cl)cc2)c2[nH]c(=O)c(CNCc3ccc4c(c3)OCO4)cc12
  21	-5	18	3	-14	24	-1	-10	-1	-10	16
Oc1cccc(CCC2CCCCN2Cc2cn[nH]c2-c2ccc3c(c2)OCO3)c1 (configuration not stated)
  -14	8	13	7	4	-6	16	-3	-3	-10	2
CS(=O)(=O)N(CC(O)Cn1c2ccccc2c2ccccc21)c1cccc2ccccc12 (configuration not stated)
  46	4	-5	-21	11	-1	13	-5	-9	-5	17
C/C(=N/NS(=O)(=O)c1ccccc1)c1c[nH]c2ccccc12
  11	5	7	15	-20	-14	-24	-12	3	7	8
CC(=O)Nc1ccc(NS(=O)(=O)c2cc([N+](=O)[O-])ccc2C)cc1
  -16	-7	5	3	-5	-16	-17	-2	0	-1	-17
CCN(CC)S(=O)(=O)c1ccc(OC)c(NC(=O)c2ccc(=O)[nH]c2)c1
  -14	12	12	2	12	6	-25	-12	-2	-6	10
COc1ccc(-c2ccc(CCC(=O)O)n2NC(=O)c2cccs2)cc1
  0	-13	-18	-6	-1	19	-7	-10	12	3	7
CCOc1ccc(CCNC(=O)COC(=O)c2cccc(OC)c2O)cc1OCC
  0	5	-2	5	-1	-20	-28	13	-4	-3	3
Cc1ccc(C(C(=O)NC(C)(C)C)N(Cc2ccccc2)C(=O)c2snc(C(N)=O)c2N)o1 (configuration not stated)
  11	-17	18	-1	-8	12	-15	24	6	-20	10
O=S(=O)(Nc1cccc(Oc2ccc(Cl)cc2)n1)c1ccc(F)cc1
  -14	6	2	-1	0	3	x	x	-11	-1	2
Cc1cccc(NC(=O)CSc2nnc(CNC(=O)c3ccco3)n2C)c1
  19	-24	0	-1	7	7	12	7	6	-18	-26
CCN1C[C@@H]2[C@@H]3C(=O)N(Cc4ccccc4)C(=O)[C@@H]3[C@](Cc3ccccc3)(C(=O)OC)N2C1=NCc1ccccc1
  -6	1	20	0	20	-6	3	1	-18	-8	0
O=C(COC(=O)/C=C/c1cccc(C(F)(F)F)c1)NCc1cccs1
  8	-2	7	1	-13	19	2	15	-11	21	10
CN1C(=O)Cc2cc(S(=O)(=O)N3CCN(c4cccc(C(F)(F)F)c4)CC3)ccc21
  8	14	10	1	-12	-4	9	7	-1	6	20
COc1ccc(CN(C)c2ncnc3sccc23)c(OC)c1OC
  22	-1	3	21	19	15	2	30	23	-13	-8
O=C1NCCN1Cc1ccccc1
  3	1	1	-7	-7	12	-5	23	1	11	-16
FC(F)(F)c1ccccc1/C=N/n1c(C2CCCCC2)n[nH]c1=S
  -17	-18	-13	-9	23	-4	-16	-24	-22	-15	-15
O=C(CN=C1NS(=O)(=O)c2ccccc21)OCC(=O)c1ccccc1
  -1	13	8	-4	-5	19	-2	2	-15	8	-3
Cc1cc[n+](-c2nc([O-])sc2/C=N/Nc2ccc([N+](=O)[O-])cc2)cc1
  -19	-1	11	-4	-22	13	-15	1	-20	8	-6

Part of the list above, as comma-separated lines:
smiles,TWEAK Fn14 block,SRC1 inh,NR5A2 inv ag,LMP1 NFkB inh,CF NFkB inh,NCOA3 inh,SRC2 inh,COUP-TFII inh,TRAIL sens C8,KKLEB cytotox,TROY signal inh
CC(=O)N(c1nc(CCl)cs1)c1ccc(C)cc1C,7,-16,-5,-9,-6,9,-14,12,-11,9,12
COc1ccc(CN(C)c2ncnc3sccc23)c(OC)c1OC,22,-1,3,21,19,15,2,30,23,-13,-8
O=C(COC(=O)/C=C/c1cccc(C(F)(F)F)c1)NCc1cccs1,8,-2,7,1,-13,19,2,15,-11,21,10
CC(C)Cn1c(N)c(C(=O)COC(=O)[C@H](C)NC(=O)c2ccccc2Cl)c(=O)n(C)c1=O,-5,-1,-17,0,13,2,5,-5,-2,5,10

The main list resumes, repeating the 2 entries before the break.
Results follow in this order: TWEAK Fn14 block	SRC1 inh	NR5A2 inv ag	LMP1 NFkB inh	CF NFkB inh	NCOA3 inh	SRC2 inh	COUP-TFII inh	TRAIL sens C8	KKLEB cytotox	TROY signal inh
O=C(CN=C1NS(=O)(=O)c2ccccc21)OCC(=O)c1ccccc1
  -1	13	8	-4	-5	19	-2	2	-15	8	-3
Cc1cc[n+](-c2nc([O-])sc2/C=N/Nc2ccc([N+](=O)[O-])cc2)cc1
  -19	-1	11	-4	-22	13	-15	1	-20	8	-6
O=C(O)c1ccc(NC2=C(Cl)C(=O)c3ccccc3C2=O)cc1
  43	-4	9	-1	92*	-11	-34	29	22	-89*	42
COC(=O)CN(c1nc(C)c(Cl)c(OC)n1)S(=O)(=O)c1ccc(C)cc1
  21	12	0	1	2	-6	-18	-2	0	15	25
COc1ccc(CNC(=O)c2cn(Cc3ccccc3F)c(=O)s2)cc1
  -7	-1	-19	x	6	17	-3	13	-8	-16	1
CN1CCN(C(CNS(=O)(=O)c2ccc(F)cc2)c2cccnc2)CC1 (configuration not stated)
  5	-21	2	0	-1	-2	15	4	-18	-11	2
O=C(Nc1ccccc1-c1ccccc1)c1cccc([N+](=O)[O-])c1
  -23	-1	-37	-10	-26	-20	-16	-2	-26	-3	-60
CN(CC(=O)Nc1ccc(Cl)cc1)C(=O)C1=COCCO1
  11	-19	-2	-1	-5	0	-21	-6	4	-19	4
Cc1ccc(C2NC(=O)c3ccccc3N2)s1 (configuration not stated)
  7	-53	-108	-41	9	-108	-48	-19	22	1	-24
O=C(CN1C(=O)c2cccc([N+](=O)[O-])c2C1=O)N1CCN(c2ccc(F)cc2)CC1
  3	-9	-6	-4	-10	10	-5	2	-2	16	7
CCN(C(=O)COC(=O)c1cccnc1Nc1cccc(C(F)(F)F)c1)C1CCS(=O)(=O)C1 (configuration not stated)
  6	-11	0	1	0	16	27	-4	8	2	-5
NC(=O)c1cc(N2C(=O)C=CC2=O)ccc1Cl
  0	3	-8	-1	1	-18	x	x	-7	4	10
O=C(c1ccccc1)c1cccn1CC(=O)N1CCN(c2ccc(F)cc2)CC1
  4	-9	-3	2	-1	22	4	-1	8	-1	-4
CCOc1ccc(NC(=O)NNC(=O)C2CCC(C(C)(C)C)CC2)cc1 (configuration not stated)
  10	-7	8	-7	-12	20	28	-6	4	10	9
CN(Cc1ccccc1)C(=O)c1ccc(NC(=O)Cc2ccc(NC(=O)C3CCCN(C(=O)CCc4ccccc4)C3)cc2)cc1 (configuration not stated)
  47	25	42	28	-14	23	8	75*	11	6	26
Cc1ccc(F)cc1NC(=O)CCOc1ccccc1
  -18	-4	-17	-5	-4	13	-8	-5	-3	-4	1
CCCOc1ccc(/C(O)=C2/C(=O)C(=O)N(CCCOC)C2c2cccnc2)cc1 (configuration not stated)
  8	-5	10	1	-18	16	5	8	-6	4	2
O=C(c1cccc(F)c1)N(Cc1nc2ccccc2c(=O)[nH]1)C1CCCC1
  -12	-10	-6	-6	5	20	6	17	-13	-2	-16
CCn1c2ccccc2c2nc3cc(S(=O)(=O)N4CCOCC4)ccc3nc21
  -24	-9	13	4	-29	11	x	x	6	-4	3
COc1cc(SC)ccc1C(=O)NCCc1c[nH]c2ccccc12
  -7	-20	-19	-22	-2	-18	-19	7	7	4	-32
CCC(=O)N1CCN(c2ccc(NC(=O)COc3cccc(C)c3C)cc2)CC1
  3	-2	16	9	-14	3	6	12	8	8	2
COc1ccc(CCNC(=O)C2COc3ccccc3O2)cc1OC (configuration not stated)
  93*	5	0	-1	-3	4	-22	-2	12	-7	12
OC(CN1CCN(Cc2ccc3c(c2)OCO3)CC1)c1c[nH]c2ccccc12 (configuration not stated)
  2	5	16	2	-17	9	12	12	7	3	-6
O=C(NNC(=O)c1ccc([N+](=O)[O-])cc1Cl)c1ccncc1
  -16	2	17	-1	-9	3	-12	10	-10	8	-1
Cc1cc(OC(=O)c2c(F)cc(F)cc2F)nc(C)n1
  17	12	-2	-7	1	-1	-18	4	-9	4	0
CCOC(=O)Cn1cnc2c(nnn2-c2ccccc2)c1=O
  -10	-6	-18	-3	-11	5	x	x	8	22	-1
COc1cc(C(=O)OCC(=O)Nc2ccc(C)cc2)cc(OC)c1OC
  12	12	2	4	8	3	15	-8	-13	-14	5
COc1ccccc1CNC(=O)[C@H](Cc1c[nH]c2ccccc12)NC(=O)[C@@H]1Cc2ccccc2CN1
  -13	-3	11	6	19	6	-8	13	-12	-4	-5
COc1ccc(N2CCN(C(=O)C3CCC(Cn4c(=S)[nH]c5ccccc5c4=O)CC3)CC2)cc1 (configuration not stated)
  29	10	45	28	6	14	7	-18	11	-6	23

Compounds as they come. About 4.2% of those tested had a hit in this group.
